Pf apPOL block: Pf-apPOL DNA polymerase inhibition. Recombinant Pf-apPOL, molecular beacon fluorescence, 1.5 h. inhibition, % at 10 µM. AID 1794808. 0.25% of 210,000 active
mHTT-CaM PPI inh: disrupts binding of mutant huntingtin to calmodulin. inhibition, % at 15 µM. AlphaScreen His-mHTT/GST-CaM binding, luminescence. 3.6% of 190,000 active;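 note: 0% = both proteins with DMSO and 100% = one protein alone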
Numbers without * were called inactive; i = inactive; / = not tested or not shown; & = joins results of further samples. Cut-off read from the data, not from the text of the source: active = inhibition above about 50%; inactive = the rest.

SMILES	Pf apPOL block	mHTT-CaM PPI inh
CC(=O)Nc1nc2c(s1)C(=O)CCC2	-0.2	-5.3
Cc1ccc(Cl)cc1NC(=O)CSc1nnc(NC(=O)c2ccc(Cl)cc2)s1	-10.3	-0.6
Cc1cc(C)cc(NC(=O)N2CCC(N3CCN(Cc4ccccc4)C3=O)CC2)c1	-0.2	-1.9
O=S1(=O)c2ccc(Br)cc2OC[C@@H](c2ccccc2)N1Cc1cn(Cc2ccccc2)nn1	-2.9	-3.5
Cc1cc(OS(=O)(=O)c2ccc(F)c(Cl)c2)n(-c2ccccc2)n1	0.7&-5.0	/
COCC(=O)N1CCN(C(C(=O)N2CCCCC2C)C2CCCC2)CC1 (stereo not given)	-2.4	3.0
CCOc1ccc(NC(=O)C2OC3OC(C)(C)OC3C3OC(C)(C)OC23)cc1 (stereo not given)	2.5	-6.6
Cc1ccc(CN2[C@@H](Cc3ccccc3)C(=O)CS2(=O)=O)cc1	-8.0	16.8
O=C(CSc1nc2c(c(=O)n1-c1ccc(Cl)cc1)SCC2)N1CCCCC1	8.9	-3.0
CCCc1cc(C2CCCN2C(=O)c2c(OC)cccc2OC)no1 (stereo not given)	-2.2	3.0
Cc1nc(CCNC(=O)C2CCCN2S(=O)(=O)c2ccc3c(c2)CCCC3)cs1 (stereo not given)	-2.5	6.1
Cc1ccc(C(=O)O)cc1-c1ccc(/C=C2\SC(=O)NC2=O)o1	-18.0	14.0
COc1ccc(CNC(=O)c2nn3c(c2Cl)NC(c2ccccc2)CC3C(F)(F)F)cc1 (stereo not given)	-7.1	19.0
COc1ccc(C(=O)N2CCC(C(N)=O)CC2)cc1	2.6	-2.7
Cc1ccc(CN2CC(C(N)=O)C(c3ccccn3)C2)cc1 (stereo not given)	2.2	3.3
Cc1ccc(S(=O)(=O)N(C#N)c2nc(N(C)C)nc(N(C)C)n2)cc1	-18.4	-1.2
O=C(O)C(Cc1ccccc1)N1C(=O)c2cc(Cl)c(Cl)cc2C1=O (stereo not given)	-1.3	9.7
CC(C)N=C1/C(=C/c2ccc(C(C)(C)C)cc2)COC/C1=C/c1ccc(C(C)(C)C)cc1	/	33.2
O=C1CCN(Cc2ccc([N+](=O)[O-])cc2)CCN1[C@H](CO)Cc1ccccc1	-5.5	6.4
O=C(C=Cc1ccccc1)NC1CCCCC1N1C(=O)CSC1=O (stereo not given)	-3.3	-4.0
O=C(c1ccn2c(-c3ccccc3)nnc2c1)N1CCCCCC1	-8.7	-5.5
CCC1CCC(N2CCCN(C)CC2)CC1 (stereo not given)	3.3	-0.9
CC(=O)Nc1ccc(SCCCC(=O)Nc2ccc(C)c(F)c2)nn1	-0.6	3.6
COc1cccc(NC(=O)Nc2nnc(-c3ccccc3I)s2)c1	1.0	7.1
COc1ccc2c(c1[N+](=O)[O-])CCC/C2=N\OC(=O)c1cc(F)c(F)cc1Cl	4.5	i
CSc1ccc(/C=C(/C#N)C(N)=S)cc1	/	31.2
Cc1ccc(C(=O)CN2C(=C(O)c3ccccc3)C(=O)c3ccccc3S2(=O)=O)c(C)c1	-6.6	59.4*
COc1ccc(N2CC(c3nnc(NC(=O)Cc4ccccc4Cl)o3)CC2=O)cc1 (stereo not given)	-2.7	36.6
CCCn1c(=O)c(-c2ccc(C(=O)N3CCCCCC3)cc2)nc2cccnc21	-1.0	12.3
Cc1cccc(N2C=NS(=O)(=O)c3cccnc32)c1	-1.6	-3.6
CCS(=O)(=O)N1CCc2[nH]nc(-c3ccc(C)cc3)c2C1	-3.1	-0.1
CC(C)(C)C(=O)NCC(O)c1ccoc1 (stereo not given)	-3.3	-4.8
O=C(C1CCN(CC2CC=CCC2)CC1)N1CCc2ccccc2C1 (stereo not given)	-7.1	5.0
O=[N+]([O-])c1ccc(N2CCSCC2)cc1O	-4.0	/
Cc1ccc(S(=O)(=O)N2CCN(Cc3ccccc3)CC2)cc1[N+](=O)[O-]	-2.6	9.9
O=C(NCc1ccc(F)cc1F)c1cc2c(s1)CCN(C(=O)c1ccccc1)C2	-6.0	-1.2
O=C(Cn1cc(-c2ccccc2)oc1=O)NCc1cccc(F)c1	3.3	-10.3
Brc1ccc(-c2nc(N3CCNCC3)c3ccccc3n2)cc1	1.6	9.0
C[C@H]1[C@@H](OC(=O)Nc2ccc(Cl)cc2)CC[C@@]23CCCN2C(=O)CCC[C@@H]13	-4.7	1.1
CCc1ccc(C2=CC(c3cccc(OC)c3OC)n3ncnc3N2)cc1 (stereo not given)	-1.6	9.0

Quoted at random: 6 compounds from above, in no set order.
SMILES	Pf apPOL block	mHTT-CaM PPI inh
O=S1(=O)c2ccc(Br)cc2OC[C@@H](c2ccccc2)N1Cc1cn(Cc2ccccc2)nn1	-2.9	-3.5
COc1ccc(C(=O)N2CCC(C(N)=O)CC2)cc1	2.6	-2.7
O=C(c1ccn2c(-c3ccccc3)nnc2c1)N1CCCCCC1	-8.7	-5.5
COCC(=O)N1CCN(C(C(=O)N2CCCCC2C)C2CCCC2)CC1 (stereo not given)	-2.4	3.0
O=C(O)C(Cc1ccccc1)N1C(=O)c2cc(Cl)c(Cl)cc2C1=O (stereo not given)	-1.3	9.7
Cc1ccc(S(=O)(=O)N(C#N)c2nc(N(C)C)nc(N(C)C)n2)cc1	-18.4	-1.2

(listing goes on)
SMILES	Pf apPOL block	mHTT-CaM PPI inh
O=C(c1cccs1)N1CCCC(OCc2cc(F)cc(F)c2)C1 (stereo not given)	-3.0	-11.3
CCSc1nnc2c(n1)OC(c1cccs1)N(C(=O)CC)c1ccccc1-2 (stereo not given)	-26.4	17.0
CSc1sc(-c2nnc(SCC(=O)Nc3ccc(Cl)cc3)n2C)c2c1C=CCC2	-6.9	/
O=C(NCc1ccccn1)C(=O)Nc1ccc(Br)cc1	-2.7	-5.4
O=C(NCc1ccc(N2CCCCC2)cc1)c1cn2c(n1)CCCC2	-5.1	22.5
CC(=O)N1CCCN(C2=NS(=O)(=O)C(c3ccccc3)=C2C)CC1	2.6	-7.5
CC(=O)n1cc(/C=C2\N=C(c3cccc(C)c3)OC2=O)c2cc(Br)ccc21	-2.7	10.0
CC(=O)c1ccc(NC(=O)c2sc3nc(-c4ccccc4)cn3c2C)cc1	-2.8	11.0
Cc1cc(C)cc(NC(=O)c2csc(-c3ccc(C)n3C)n2)c1	-8.9	3.2
O=C(c1ccsc1)N1CCC(Nc2ncnc3c2CCC3)CC1	2.9	-4.7
CC(C)C(=O)NC(c1ccccc1Cl)c1ccc2cccnc2c1O (stereo not given)	8.4&-4.6	100.0*
Cc1cc(C(=O)NCC2COC3(CCCCC3)O2)ccc1[N+](=O)[O-] (stereo not given)	-6.8	-3.6
O=C(NCCCn1cccc1)C1COc2ccccc2O1 (stereo not given)	-14.2	12.5
C#CCSc1nc2sc(C)c(C)c2c(=O)n1-c1ccccc1	-0.3	-3.2
CC(=O)C1=C(C)NC(SCC(N)=O)=C(C#N)C1c1ccccc1F (stereo not given)	-7.9	-0.9
COc1ccccc1C(=O)N1CCC(Cn2cccn2)CC1	-3.1	-11.8
Cc1cc(-c2cccc(Br)c2)c(C#N)c(N)n1	-1.8	1.0
O=C1Nc2ccc(F)cc2/C1=C/c1ccc(Cl)cc1Cl	-6.6	17.0
CNC(=O)N1CCC(n2c(C)nc(C(=O)N3CCCC3)c2C)CC1	-4.2	1.6
COc1ccccc1NC(=O)C1=C(C)Nc2nnnn2C1c1ccccc1Cl (stereo not given)	2.4	6.0

In the list so far, these contain a COOH group:
SMILES	Pf apPOL block	mHTT-CaM PPI inh
Cc1ccc(C(=O)O)cc1-c1ccc(/C=C2\SC(=O)NC2=O)o1	-18.0	14.0
O=C(O)C(Cc1ccccc1)N1C(=O)c2cc(Cl)c(Cl)cc2C1=O (stereo not given)	-1.3	9.7

Remaining list, next part:
SMILES	Pf apPOL block	mHTT-CaM PPI inh
FC(F)(F)c1cc(-c2cccs2)nc(-n2nccc2C(F)(F)F)n1	/	-13.2
CC(=O)c1ccc(NC(=O)c2cccc(C)c2)cc1	-7.4	6.0
COc1ccc(OC)c(C=C2Oc3c(CN4CCN(C)CC4)c(O)cc(C)c3C2=O)c1	-3.4	-2.0
O=C(NCc1cccnc1)C1CCN(CC2CCCCC2)CC1	15.4	-5.7
COc1ccccc1Nc1ncc2c(n1)CCN(Cc1ccc(F)cc1)C2	36.5	-7.6
Cc1c(C(=O)NN=C2CCCCCC2)nnn1-c1nonc1N	/	-2.2
O=C(Nc1ccc2c(c1)C(=O)N1CCCCC1CCO2)c1ccc(F)cc1Cl (stereo not given)	-0.8	17.7
COc1cccc(OCC(O)Cn2c(Cc3ccccc3)nc3ccccc32)c1 (stereo not given)	0.8	11.0
COCCN1C(=O)C(O)=C(C(=O)c2ccc(C)o2)C1c1cccc(OC)c1 (stereo not given)	-2.1	4.8
CCOc1cc(/C=C(\C#N)c2nc3ccccc3s2)ccc1O	-4.6	56.0*
Brc1ccc(CNc2cc3c(cc2Br)OCCO3)cc1	-13.4	79.0*
CCn1cc(CN2CCC(C(=O)N3CCCCC3)CC2)c2cc(OC)ccc21	-5.2	16.7
COc1ccc(C(NC(=O)CCc2ccccc2)c2ccc3cccnc3c2O)cc1 (stereo not given)	10.4	100.0*
COc1ccc(OC)c(C=C2Oc3c(ccc4c3CN(CC3CCCO3)CO4)C2=O)c1 (stereo not given)	-6.1	1.9
O=C(NC1CCCC1)C(c1ccccc1)N1CCC2(CC1)OCCO2 (stereo not given)	-2.9	-3.0
O=C(COc1ccccc1)Nc1ccccc1-c1nc2ccccc2s1	6.1	-40.1
O=C(c1cc(F)ccc1F)N1CCC2(CC1)NC(=O)N(Cc1ccccc1Cl)C2=O	-4.1	8.0
CC(=O)Nc1ccc(S(=O)(=O)N2CCC(c3cc(-c4cccc(C)c4)n[nH]3)CC2)cc1	-1.7	2.5
COc1ccc(C2CCN(C(=O)c3ccsc3)C2)cc1 (stereo not given)	-17.8	-3.8
CC1=C(C(=O)Nc2ccc(C)cc2)C(c2ccccc2Cl)n2nnnc2N1 (stereo not given)	-0.4	12.0
CC(Oc1cccc(Cl)c1)C(=O)Nc1ncccc1Cl (stereo not given)	-2.7	-7.8
CCCN1CC=C2C(C#N)=C(N)C(C#N)(C#N)C3(CCN(CC)CC3)C2C1 (stereo not given)	-17.9	7.0
O=C(Nc1ccc2c(c1)OCO2)c1coc(NC(=O)c2ccco2)n1	-8.4	32.0
CCNc1cc(N2CCC(CCC(=O)NCc3ccccc3Cl)CC2)ncn1	-5.5	2.9
Cn1c(=O)n(Cc2ccccc2)c(=O)c2c1nc(Br)n2Cc1ccccc1	-11.9	-5.0
COCCCN1COc2ccc3c(=O)c(-c4ccccc4OC)c(C(F)(F)F)oc3c2C1	-3.2	-1.0
CCC(C)NC(=O)c1cnc(C)nc1-c1cccc(C)c1 (stereo not given)	1.0	-14.4
Fc1ccc(CN2CCc3nc(N4CCN(c5ccccn5)CC4)ncc3C2)cc1F	-1.1	26.0
CCOC(=O)c1csc(NC(=O)CCCn2nc(-c3ccc(F)cc3)ccc2=O)n1	-5.4	1.4
CCc1ccc(NC(=O)c2cc3n(n2)CCCN(Cc2cccc(F)c2)C3=O)cc1	4.9	2.5
COc1ccc(C2=N/C(=C/c3cc(OC)c(OC)c(OC)c3)C(=O)O2)cc1	-2.0	1.0
COc1ccc(C2C(C(=O)Nc3ccc(Cl)cc3)=C(C)Nc3ncnn32)cc1Br (stereo not given)	1.7	40.0
Cc1nc(Cl)c(C(=O)NC(=O)NCCC(C)C)c(C)c1[N+](=O)[O-]	-9.5	1.0
O=Cc1ccccc1OCc1ccccc1	-2.7	-30.1
O=c1[nH]nc(C(F)(F)F)n2cccc12	-2.7	/
COc1cc(C)ccc1OCCOc1ccccc1[N+](=O)[O-]	-5.2	-7.3
Cc1cccc(OC2CCS(=O)(=O)C2)c1 (stereo not given)	1.3	-0.2
Cc1ccc(CN2CN(c3ccccc3)c3ncccc3S2(=O)=O)cc1	-1.3	-21.0
O=C(Cn1ccc2sccc2c1=O)N1CCN(c2ccccc2)CC1	4.3	-6.4
Clc1ccccc1CSc1nccc(-c2ccco2)n1	0.0	/

Already shown: entries from further up.
SMILES	Pf apPOL block	mHTT-CaM PPI inh
O=C(Cn1ccc2sccc2c1=O)N1CCN(c2ccccc2)CC1	4.3	-6.4
Clc1ccccc1CSc1nccc(-c2ccco2)n1	0.0	/

(continued)
SMILES	Pf apPOL block	mHTT-CaM PPI inh
COc1ccc(-c2ncccc2CNC(=O)NCC(C)C)cc1	-9.5	-1.4
O=C(Nc1cccn2cnnc12)c1cccc(C(F)(F)F)c1	-4.0	-4.0
CC(C)Nc1nc(-c2cccnc2)nc2ccccc12	-4.1	-7.0
COc1cccc(C2CC(c3ccc(Br)cc3)=NC3(CCN(C)CC3)N2)c1O (stereo not given)	-2.4	30.7
N#Cc1cc2cc(Br)ccc2oc1=O	4.1	-2.0
CCCCOc1ccc(C(=O)NCc2ccco2)cc1	-43.7	-17.2
CCN(CC)S(=O)(=O)N1CCCC(C(=O)NC2CCCCCCC2)C1 (stereo not given)	-11.2	-5.0
COc1ccc(C2/C=C\CN(S(=O)(=O)c3ccc(C)cc3)CC(=O)N2Cc2ccc(F)cc2)cc1 (stereo not given)	-3.5	6.9
CC(C)c1ccc(N2C(=O)C3C(c4ccccc4)OC4(C(=O)c5ccccc5C4=O)C3C2=O)cc1 (stereo not given)	-2.0	1.0
CCOc1cccc(-c2nnc(NC(=O)Nc3ccccc3OC)s2)c1	-4.6	2.2
CCn1c(=O)c2c(ncn2CC)n(-c2ccccc2C)c1=O	-4.5	-3.8
Cc1cccc(C(=O)N2CCCN(Cc3noc(-c4ccccc4)n3)CC2)c1	-2.6	17.0
O=C(CN1C(=O)NC2(CCCCC2)C1=O)NCCc1cccs1	-4.6	-0.3
CCc1onc(C)c1C1CCCN1C(=O)Nc1cc(OC)cc(OC)c1 (stereo not given)	-8.7	1.3
CCCCOC(=O)CCCN1C(=O)C(=Cc2ccccc2)SC1=S	-4.2	9.7
CCCCNC(=O)CNc1ccccc1-c1nc2ccccc2[nH]c1=O	-8.6	4.0
COc1ccc(N2C(=O)NC3CC2(C)Oc2ccc(OC)cc23)cc1 (stereo not given)	0.8	-5.8
CC(=O)C1=C(O)C(=O)N(c2ccc(Br)cc2)C1c1ccccc1F (stereo not given)	4.7	-3.2
COCCCNC(=O)CC1CCN(C(=O)c2sc(-c3ccccc3)nc2C)CC1	2.8	-1.0
O=S(=O)(Nc1ccc(-c2cnco2)cc1)c1ccc(Cl)c(Cl)c1	-5.0	/
